VIM-2 inhibitor – inhibitors of Pseudomonas aeruginosa VIM-2 metallo-beta-lactamase; purified VIM-2, nitrocefin hydrolysis, epi-absorbance fluorescence; inhibition, % at 5.6 µM; hit rate 0.89% among 290,000;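 active = inhibition above the mean of all tested compounds plus 3 SD, cutoff set per screening run, cut at about 7.5% in these data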;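 also: red hydrolysis product quenches plate fluorescence so inhibitors raise well fluorescence; 0% = enzyme with DMSO and 100% = DMSO without enzyme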
UBC9 SUMO inh – inhibitors of human SUMOylation (UBC9); P63279; HTRF SUMOylation assay, SAE1/SAE2 + UBC9, in vitro; inhibition, % at 35 µM; hit rate 0.36% among 290,000; in the data active = inhibition above about 50%, passing the limit was not always enough; also: strong numbers were not always called active
M18AAP inhibitor – blocks P. falciparum M18 aspartyl aminopeptidase. recombinant PfM18AAP, H-Glu-NHMec fluorogenic cleavage. inhibition, % at 7.35 µM. hit rate 1.2% among 290,000. AID 1822;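 active = inhibition above the campaign mean inhibition over all tested compounds plus 3 SD, cut at about 28% in these data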;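 also: 0% = plate median of test compound wells and 100% = 2 mM ZnCl2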
p-CIP stab down – compounds decreasing mouse p/CIP protein stability; F442A p/CIP-EGFP cells, EGFP fluorescence, 16 h; decrease of EGFP signal, % at 10 µM; hit rate 0.01% among 290,000;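 active = EGFP signal decrease of at least 30% at 10 µM or well 3 SD below plate mean, unless failing retest; inactive = the rest, including hits failing retest or dose response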; also: some compounds called inactive have numbers as strong as hits; many of its hits are not listed in these tables
Target sequence (Q05BA5 1-1403): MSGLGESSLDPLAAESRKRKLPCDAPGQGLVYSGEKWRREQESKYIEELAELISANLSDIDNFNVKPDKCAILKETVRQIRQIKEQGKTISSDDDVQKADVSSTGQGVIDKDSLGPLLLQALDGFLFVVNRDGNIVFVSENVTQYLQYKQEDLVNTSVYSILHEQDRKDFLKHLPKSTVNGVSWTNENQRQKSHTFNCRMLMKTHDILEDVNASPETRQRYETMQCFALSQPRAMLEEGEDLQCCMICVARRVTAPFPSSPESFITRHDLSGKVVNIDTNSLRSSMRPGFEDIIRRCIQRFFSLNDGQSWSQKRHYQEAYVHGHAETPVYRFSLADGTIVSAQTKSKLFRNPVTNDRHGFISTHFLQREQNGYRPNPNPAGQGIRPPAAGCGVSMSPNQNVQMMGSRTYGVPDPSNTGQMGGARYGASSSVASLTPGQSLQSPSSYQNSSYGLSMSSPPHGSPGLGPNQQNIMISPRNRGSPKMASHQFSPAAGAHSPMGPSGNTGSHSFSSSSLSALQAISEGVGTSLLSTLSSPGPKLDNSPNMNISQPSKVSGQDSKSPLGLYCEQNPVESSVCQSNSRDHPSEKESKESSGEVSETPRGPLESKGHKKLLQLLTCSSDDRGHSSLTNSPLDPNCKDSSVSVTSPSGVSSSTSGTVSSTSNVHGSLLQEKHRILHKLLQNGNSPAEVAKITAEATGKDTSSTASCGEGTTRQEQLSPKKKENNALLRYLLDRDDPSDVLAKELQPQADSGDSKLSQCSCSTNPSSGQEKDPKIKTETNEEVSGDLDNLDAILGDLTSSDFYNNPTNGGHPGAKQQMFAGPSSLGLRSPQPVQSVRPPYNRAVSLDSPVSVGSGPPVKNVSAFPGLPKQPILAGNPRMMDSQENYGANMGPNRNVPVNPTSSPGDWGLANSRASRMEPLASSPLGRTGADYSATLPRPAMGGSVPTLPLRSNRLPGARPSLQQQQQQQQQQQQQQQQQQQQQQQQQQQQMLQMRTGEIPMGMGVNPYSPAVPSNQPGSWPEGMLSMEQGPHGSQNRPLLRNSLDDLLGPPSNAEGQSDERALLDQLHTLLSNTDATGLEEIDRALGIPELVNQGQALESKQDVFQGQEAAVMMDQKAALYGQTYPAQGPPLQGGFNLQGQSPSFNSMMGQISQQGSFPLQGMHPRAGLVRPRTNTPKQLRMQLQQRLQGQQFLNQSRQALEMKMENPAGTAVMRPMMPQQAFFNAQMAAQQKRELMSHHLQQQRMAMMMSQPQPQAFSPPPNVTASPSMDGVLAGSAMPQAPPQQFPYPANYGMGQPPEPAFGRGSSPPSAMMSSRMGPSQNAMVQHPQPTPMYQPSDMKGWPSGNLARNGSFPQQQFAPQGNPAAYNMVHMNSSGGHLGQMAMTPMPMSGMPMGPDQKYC
DNA FID counter – displaces DNA intercalator in HCV helicase counter-screen | DNA fluorescent intercalator displacement, fluorescence | inhibition, % at 7.9 µM | hit rate 0.17% among 290,000; in the data active = inhibition above about 37%;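 also: 0% = vehicle and 100% = reference compound; higher means more ethidium bromide displaced from hairpin DNA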
IDE act – IDE (human) activation, cell-based; P14735; HEK cells, FAbeta-B cleavage, fluorescence polarization; 0% vehicle, 100% cell-free pure enzyme wells; activation, % at 5.96 µM; hit rate 0.073% among 340,000;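 active = activation above the mean of all tested compounds plus 3 SD, set per screening campaign, cut at about 17% in these data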
IDE cell inh – cellular human IDE inhibition | P14735 | HEK cells, FAbetaB cleavage, fluorescence polarization | inhibition, % at 5.59 µM | hit rate 0.41% among 320,000 | AID 434962;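 active = percent inhibition above the average of all tested compounds plus 3 SD, set per screening campaign, cut at about 16% in these data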;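 also: IDE supplied by intact live HEK cells; FP after avidin binding of uncleaved biotin substrate so inhibition keeps polarization high; 0% = DMSO wells and 100% = 60 µM reference IDE inhibitor Ii1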
IMP-1 inh – inhibitors of Pseudomonas aeruginosa IMP-1 metallo-beta-lactamase. purified IMP-1, nitrocefin hydrolysis, epi-absorbance fluorescence. inhibition, % at 5.6 µM. hit rate 0.45% among 290,000;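 active = inhibition above the mean plus 3 SD of all compounds in the same screening run, cut at about 4.5% in these data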;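 also: 0% = IMP-1 with DMSO and 100% = DMSO wells lacking enzyme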
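Assay system: purified IMP-1; Quantity: IMP-1 0.2 nM before substrate addition; Medium: HEPES buffer pH 7.1 with ZnSO4 and Brij 35; Incubation: 15 min enzyme–compound preincubation, then 25 min nitrocefin reaction, 25 °C; Signal: fluorescence quenching readout, ex 480/em 530 nm; Controls: DMSO with and without IMP-1; Repeats: singlicate testing.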
HCV NS3 hel inh – inhibitors of Hepatitis C virus NS3 helicase | hit rate 0.56% among 290,000 | NS3 helicase DNA unwinding, Cy5 molecular beacon fluorescence | inhibition, % at 10.9 µM | AID 1800;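 active = inhibition above the mean of all tested compounds plus 3 SD, set per campaign, cut at about 35% in these data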;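 also: 0% = DMSO wells and 100% = thioflavine S control wells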
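Measured by: Cy5 fluorescence, 0 and 60 min reads / Assay system: NS3 helicase fragment of HCV / Control set: low DMSO, high thioflavine S at 110 µM / Times: 1 h reaction at 25 °C, ATP-initiated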
Active calls of the source: *; . = no result given.

SMILES	VIM-2 inhibitor	UBC9 SUMO inh	M18AAP inhibitor	p-CIP stab down	DNA FID counter	IDE act	IDE cell inh	IMP-1 inh	HCV NS3 hel inh
CCC(=O)N1CCN(c2ccccc2NC(=O)c2ccc([N+](=O)[O-])o2)CC1	-3.5	4	4	-12	-24	2	0	-3.1	4
CCOc1cc(NC(=S)NCC2CCCO2)c(OCC)cc1NC(=O)c1ccccc1C (configuration not stated)	-8.6	-29	1	-4	-28	-3	5	-4.0	0
Cc1ccc(C)c(NC(=O)CSc2nccn2Cc2ccco2)c1	-1.9	13	1	-3	-21	5	-6	-1.7	-3
COc1ccc(/C=C2/SC(=S)N(n3c(C)ccc3C)C2=O)cc1	-4.7	7	12	-10	-11	5	0	-0.9	17
O=C(OCc1ccc(-c2ccccc2)cc1)c1cccc(O)c1	-0.7	-12	-2	8	-12	1	0	-1.0	-13
COc1ccc(C(=O)C2CCCN(Cc3cccn3-c3nccs3)C2)cc1OC (configuration not stated)	-0.4	16	-3	-4	0	0	2	-2.9	-15
Cc1nn(C)cc1C(C(=O)NC1CCCCC1)N(Cc1ccccc1Cl)C(=O)c1cnccn1 (configuration not stated)	-2.9	11	-1	-8	-23	-4	7	-3.3	-12
Cc1nn(C)c(C(=O)NCc2ccc(Cl)cc2)c1Cl	-2.3	-5	5	-19	-8	0	-1	-3.1	-8
COc1ccc(C(=O)N2CCN(Cc3ccccn3)CC2)cc1	-2.1	22	-1	-8	-1	0	-1	-0.2	-1
Cc1cc2c(SCC(=O)NC3CCCCC3)ncnc2s1	-1.9	3	1	-9	-20	3	3	-4.4	6
CC(C)N(Cc1ccccc1)C(=O)CN1C(=O)COc2ccc(S(=O)(=O)NC3CCCC3)cc21	-1.6	-6	2	-1	-51	6	-1	-0.8	-2
Cc1cc(C(=O)Nc2ccc(F)cc2F)on1	-0.6	28	-4	-5	-4	3	-2	-2.2	7
O=C(Nc1ccccc1C(=O)N1CCOCC1)C1CC(=O)N(C2CCCC2)C1 (configuration not stated)	-3.7	16	-9	-11	-4	8	6	-1.5	4
CCC1CCCCN1C(=O)CSc1nc(N)cc(N)n1 (configuration not stated)	-2.5	-8	-16	12	-3	7	-3	-3.8	-4
O=C(NNC(=O)c1cccnc1)Nc1cccc2ccccc12	-2.2	9	10	-11	-1	-3	5	-3.1	0
CC(=O)c1cc2c(cc1NS(=O)(=O)c1cccc(C(=O)O)c1)OCO2	-0.8	10	0	-27	-9	0	-13	-2.1	7
COc1ccc(C(=O)Nc2ccccc2C(=O)Nc2ccccc2C(=O)O)cc1	-1.1	16	-6	10	-1	4	12	-6.0	14
Nc1nc(C(c2ccccc2)c2ccccc2)cs1	-2.3	5	3	-2	-16	-2	-3	-2.2	-4
CCCCCN1CC(=O)N2Cc3[nH]c4ccccc4c3C[C@H]2C1=O	0.1	10	-14	-11	-20	-2	-1	-2.1	-17
COCC(=O)N1CCC(Oc2ccc(C(=O)NC(C)c3nccs3)cc2)CC1 (configuration not stated)	-3.0	3	1	-7	-10	3	3	-2.9	4
CCC1(c2ccccc2)NC(=O)N(CC(=O)NCc2ccc(C)cc2)C1=O (configuration not stated)	-3.6	5	3	-1	-21	0	-1	-2.7	2
Cc1ccc(N(C)C(=O)N2CCN(S(=O)(=O)c3c(C)cc(C)cc3C)CC2)cc1	-3.9	-1	-25	3	-41	0	0	-3.2	3
COC(=O)c1cn(CC(=O)N2CCCCC2C)c2ccccc12 (configuration not stated)	-2.9	9	-5	-6	-19	4	-2	-2.1	-1
Cc1nn(-c2ccccc2)c(Cl)c1/C=N/Nc1ccc(S(=O)(=O)Nc2ccccc2C(=O)O)cc1[N+](=O)[O-]	-1.2	62*	1	-20	28	7	-1	-2.5	10
COc1ccc(CNC(=O)c2nn(C)c3c2CS(=O)(=O)c2ccccc2-3)cc1	-1.7	14	3	2	-20	0	3	-2.8	-11
N#Cc1ccsc1NC(=O)CSc1ncnc2ccccc12	-2.6	18	-1	5	-16	1	2	-4.0	18
CCOC(=O)c1c(NC(=S)Nc2ccccc2)sc2c1CCN(CC)C2	0.4	28	12	-13	15	-6	1	1.7	-12
COc1ccccc1Nc1nc2cc(C)ccc2cc1C#N	-1.3	17	-4	-11	2	2	5	0.3	-2
CCCOc1ccc(C(=O)Nc2ccc(N(C)C)cc2)cc1	-2.9	0	-10	7	-9	-1	5	-2.4	5
CC(=O)OC1OCCOC1NC(=S)Nc1cccc(C(F)(F)F)c1 (configuration not stated)	-4.0	-15	1	5	-1	-1	0	-3.6	-3
COCCCNc1nc2c(c(=O)n(Cc3ccc(OC)cc3)c(=O)n2C)n1C	-0.9	4	-11	2	-22	4	-6	-0.9	14
CC(OC(=O)c1ccc([N+](=O)[O-])s1)C(=O)Nc1ncc(Cl)cc1Cl (configuration not stated)	0.4	-6	-13	-2	1	2	9	0.7	8
O=C(CSc1nnc(CNc2ccc(F)cc2)n1Cc1ccccc1)NCc1ccco1	-4.1	11	-1	-9	-28	1	-1	-6.3	-1
CCc1nnc(NC(=O)CSc2ncc(-c3ccccc3)n2C)s1	-2.5	26	6	-11	-11	-1	5	-3.9	-4
CC(=O)Nc1ccc(NS(=O)(=O)c2ccc3c(c2)n(C)c(=O)n3C)cc1	-0.7	-3	-3	-11	-2	-1	7	-4.1	-4
COc1ccc(C2/C(=C(/O)c3ccc4c(c3)CC(C)O4)C(=O)C(=O)N2CCCn2ccnc2)cc1 (configuration not stated)	-2.3	-9	8	6	-25	0	4	-1.2	-24
Brc1ccc(-c2nc(N/N=C/c3cccnc3)c3ccccc3n2)cc1	-4.2	-2	22	2	-3	-1	-3	-1.7	-3
O=C(Cn1c(CC(=O)N2CCCC2)nc2ccccc21)NCc1ccccc1	-2.8	15	6	-14	-7	2	4	-5.6	3
Cc1cccc2[nH]c3c(N4CC=C(c5ccc(F)cc5)CC4)ncnc3c12	-0.8	-17	3	-10	-5	.	15	-1.7	-16
Cc1ccc(C(=O)Nc2nc(-c3ccc([N+](=O)[O-])cc3)cs2)o1	-1.7	14	-7	-6	4	-4	3	-0.9	-8

Results in DNA FID counter, UBC9 SUMO inh and p-CIP stab down (2 entries from above):
| molecule | DNA FID counter | UBC9 SUMO inh | p-CIP stab down |
| --- | --- | --- | --- |
| CCCOc1ccc(C(=O)Nc2ccc(N(C)C)cc2)cc1 | -9 | 0 | 7 |
| CC(=O)OC1OCCOC1NC(=S)Nc1cccc(C(F)(F)F)c1 (configuration not stated) | -1 | -15 | 5 |

(further entries)
SMILES	VIM-2 inhibitor	UBC9 SUMO inh	M18AAP inhibitor	p-CIP stab down	DNA FID counter	IDE act	IDE cell inh	IMP-1 inh	HCV NS3 hel inh
COc1ccc(OC)c(NC(=O)CNC(=O)Cn2cnc3sc(C)cc3c2=O)c1	-2.0	18	10	4	-26	-1	4	-1.6	21
Clc1cccc(Cl)c1CO/N=C/c1c(-c2ccccc2)nc2n1CCS2	-4.1	-22	2	-5	0	-2	2	-1.6	2
Cc1cc(C)cc(NC(=O)CN2CCC(NC(=O)Cc3ccccc3)CC2)c1	0.1	-4	-13	6	6	-2	5	-1.0	-8
O=c1c(-c2ccc(O)cc2)coc2cc(OC3OC(CO)C(O)C(O)C3O)ccc12 (configuration not stated)	1.6	6	1	-4	3	-2	1	-3.3	2
CNC(=O)c1cc2cc(OC)ccc2n1CCN(Cc1ccccc1)Cc1ccccc1	2.1	-14	-2	-2	-2	6	0	1.2	-4
COc1ccc(CCN2C(=O)N[C@@H](CCC(=O)O)C2=O)cc1	-0.6	5	-5	1	-1	-5	5	-2.2	7
COc1ccc(CNC(=O)CN(Cc2ccc(Cl)cc2)C(=O)c2csnn2)cc1	-1.1	-4	-7	-11	-26	7	-2	-0.7	-2
CCc1ccc(NC(=O)N(CCN2CCOCC2)C2CCN(C(C)=O)CC2)cc1	-0.7	6	-3	-1	-2	0	4	-0.8	6
Cc1cc(/N=C/N(C)C)on1	1.6	5	-10	25	3	1	5	-2.6	0
CCOc1cccc(-c2nnc(SCC(=O)Nc3ccc(OC)c(OC)c3)n2N)c1	-2.3	6	7	1	-17	5	4	-2.7	1
COCCOC(=O)C1=C(C)N=c2s/c(=C\c3cccs3)c(=O)n2C1c1cccs1 (configuration not stated)	-3.1	-4	-5	-17	-7	7	0	-2.8	8
CN(C)C(/C=C/Nc1ccc(F)cc1F)=C(C#N)C#N	-1.8	-3	-2	4	5	4	-3	-0.8	18
FC(F)(F)c1cc(Oc2ccccc2)ncc1-c1nnc(-c2ccccc2Cl)o1	-0.6	-1	-14	-20	-17	2	1	-1.7	-4
Cc1c(C)c2cc(Cl)c(OCC(=O)NC3CC(C)(C)NC(C)(C)C3)cc2oc1=O	16*	.	0	-15	9	-1	5	-0.5	-6
CCOC(=O)c1ccc(NC(=S)Nc2ccccn2)cc1	-1.2	-7	-6	6	-8	0	2	0.1	-3
Cc1c(C(=O)N2CCN(c3ccccn3)CC2)sc2ncnc(N3CCOCC3)c12	-1.2	23	6	-4	-30	-1	0	-2.6	-1
Cc1ccc(CS(=O)(=O)c2nc3c(c(N(C)C)n2)CCCC3)cc1	0.8	24	-4	-11	-15	2	1	-2.6	0
COc1ccc(N2CCN(C(C)C(=O)N3CC(C)OC(C)C3)CC2)cc1 (configuration not stated)	1.9	6	8	5	2	4	0	-1.1	-25
COc1ccc(C2c3ccc4ccccc4c3Oc3ncn(CCO)c(=N)c32)cc1 (configuration not stated)	-1.2	-9	0	2	-1	3	3	-2.3	-54
COCC(C)NC(=O)Cc1ccc(F)cc1 (configuration not stated)	-3.8	14	0	-11	0	-2	2	-1.0	-2
CN(C)CCCNC(=O)CCc1ncc(C(F)(F)F)cc1Cl	-0.4	0	0	6	10	4	-3	-2.8	-2
C=CCNC(=S)Nc1ccc(C)c(S(=O)(=O)N2CCCCC2)c1	0.6	9	-7	2	-12	1	0	-3.8	13
CC1=C(C(=O)N2CCCCC2)C2(CCC(C)CC2)OC1=O (configuration not stated)	-4.4	-1	4	10	-4	1	2	-1.4	7
Cc1ccc(S(=O)(=O)n2c([N+](=O)[O-])cnc2C)cc1C	-1.9	15	-2	-6	4	2	5	-1.4	7
O=C(Nc1nnc(-c2ccc(F)cc2)o1)c1ccc(S(=O)(=O)N2CCOCC2)cc1	-2.8	9	-5	-5	-35	1	-2	-1.7	0
CCN(CC(=O)NCc1ccc(F)cc1)C(=O)Cc1c(F)cccc1Cl	-0.3	3	-4	6	-15	2	2	-1.9	-4
COc1ccc(NC(=O)C(C)N(C)Cc2ccc3ccccc3c2)cc1 (configuration not stated)	-1.6	-21	9	6	-3	5	5	-0.9	15
CCOc1ccc2nc(NC(=O)COC)sc2c1	-0.5	4	-2	1	1	2	-2	0.1	-2
CC(C)c1c(C(=O)N/N=C/c2ccccc2C(=O)O)nnn1-c1nonc1N	-0.3	.	2	-10	-17	7	3	-2.3	-1
COc1ccc(-c2nc(-c3ccccc3)c(-c3cc([N+](=O)[O-])ccc3C)[nH]2)cc1O	-1.9	-3	-9	-9	4	4	-1	-4.0	-17
CC(=O)NCCn1ccc2ccccc21	-3.1	-1	-1	-4	0	9	5	-1.9	-1

Random draw from the library. About 3.6% of those tested had a hit in this group.
